Screening results as filed in PubChem BioAssay.
NCI-60 one-dose screen, 48 h, at 10 µM unless noted. Numbers give growth in % (100 = growth as untreated, 0 = no growth, -100 = all killed).
HCT-15 = HCT-15 colon cancer; AID 1794746; 5.2% of 82,000 active
KM12 = KM12 colon cancer cells | 5% of 82,000 active | AID 1794800
SW-620 = SW-620 colon cancer | 5.2% of 82,000 active
SNB-75 = SNB-75 CNS cancer; 5% of 79,000 active; AID 1794750
HT29 = HT29 colon cancer | AID 1794748 | 7.4% of 81,000 active
HCC-2998 = HCC-2998 colon cancer | AID 1794799 | 4.7% of 79,000 active
COLO 205 = COLO 205 colon cancer | 7.3% of 79,000 active | AID 1794742
HCT-116 = HCT-116 colon cancer | 7.3% of 82,000 active | AID 1794798
NCI-H322M = NCI-H322M lung cancer | 2.7% of 80,000 active
* marks the source's active call; other numbers are inactive results; . = not tested or not shown; & = joins results of further samples; ! = not active in a repeat. How the source made its calls: active means growth percent below 10; inactive means the rest.

SMILES	HCT-15	KM12	SW-620	SNB-75	HT29	HCC-2998	COLO 205	HCT-116	NCI-H322M
COc1ccc(C2CC(c3ccc(N)cc3)=NN2C(=O)c2cc(-c3ccc(Cl)cc3)nc3ccccc23)cc1 (configuration not stated)	61	68	81	72	92	87	119	83	91
COC(=O)C1CN(S(=O)(=O)/N=C2\NC(=O)NC2=C(Cl)Cl)C1	107	8.9*	114	113	111	121	124	111	102
COc1ccc(-c2cc(-c3ccncc3)[nH]c(=O)c2C#N)cc1	104	105	96	83	114	111	105	100	97
Cc1ccccc1NCS(=O)(=O)O	97	109	97	94	110	120	131	95	117
O=c1[nH]cnc2c1ccn2C1OC(CO)C(O)C1O (configuration not stated)	46	75	34	75	66	69	67	55	65
Cc1cc(Cl)ccc1Nc1nc(C(F)(F)F)ccc1C(=O)N/N=C/c1cccc(O)c1	23	42	28	29	24	32	28	18	.
Cc1ccc(Cc2cnc(NC(=O)/C(C#N)=C/c3ccc(-c4ccc(Cl)cc4)o3)s2)cc1	93	90	94	95	97	103	94	89	85
Clc1ncnc2c1ncn2Cc1ccccc1	102	103	103	94	104	114	107	98	109
CC(=O)OCC(OC(C)=O)C(OC(C)=O)C(OC1OC(COC(C)=O)C(OC(C)=O)C(OC(C)=O)C1OC(C)=O)C(COC(C)=O)OC(C)=O (configuration not stated)	97	104	103	88	103	105	106	94	100
CCOC(=O)c1nc(Nc2ccc(NC(=O)Nc3cccc(OC)c3)cc2)c2ccccc2n1	101	97	97	58	107	.	116	100	97
CCCCCCOC(=O)C[C@H]1C[C@H](C(=O)OCCCCCC)C1(C)C	95	101	105	105	94	103	109	94	94
CC(=O)c1ccc(N2CCN(c3ccc(C(C)=O)cc3)CC2)cc1	103	108	101	80	98	104	115	97	97
Cc1ccc2oc(=O)cc(-c3nnc(N)o3)c2c1	97	104	106	87	109	104	111	103	102
CC(=O)Oc1cc(C)c(OC(C)=O)c(C)c1C	98	101	105	132	114	105	121	112	112
CCC(O)(CC)C(C(=O)O)c1ccccc1 (configuration not stated)	100	99	101	79	103	111	110	104	91
C=CCc1c(O)c(C=O)c(OC)c2c(=O)cc(-c3ccc(Cl)cc3)oc12	92	93	87	71	100	91	94	90	85
CCN(CC)CC(=O)N(CC)c1ccc(C)c(Cl)c1	101	98	97	97	90	102	101	99	.
COc1nc2c(=O)[nH]c(N)nc2n1C1OC(CO)C(O)C1O (configuration not stated)	116	115	106	97	105	110	101	104	110
CCN(CCNS(C)(=O)=O)c1ccc(N)c(C)c1	106&71	103&103	-27*!	96&128	88	102&103	107&70	-53*!	120&95
O=C(Nc1ccc([N+](=O)[O-])cc1)Nc1nccnn1	101	104	94	96	104	110	117	106	110
COc1ccc(/C=C(/C(C)=O)C(=O)c2ccccc2)cc1	87	.	103	75	109	144	113	100	102
CCCCN(CCCC)CCCCCCCCCCO	94	103	103	101	89	103	106	90	95
O=C(N/N=C/c1ccccc1O)C(O)c1ccccc1 (configuration not stated)	42	89	98	103	102	81	96	78	74
Cc1[nH]c(C2CC(c3ccccc3)=NN2C(=O)C2CCC2)c(C)c1C(=O)NCC(F)(F)F (configuration not stated)	86	102	102	88	108	118	121	94	101
CCOP(=O)(OCC)C(NC(=O)c1ccc(C)cc1)C1=NCCS1 (configuration not stated)	107	105	108	94	105	109	115	117	105
C=CCCCCCCCCC1OCC(CC)([N+](=O)[O-])CO1 (configuration not stated)	98	100	95	97	85	104	98	86	104
O=C(Nc1cnc2ccccc2c1)c1ccncc1	104	94	113	104	105	100	132	113	106
N=C1N=C(N)CS1	.	107	102	92	105	110	113	107	.
Cc1cc(C)c2nc(Nc3nc(C)c(C)c(=O)[nH]3)nc(C)c2c1	7.2*	11	10.0*	51	9.3*	22	1.6*	3.8*	24
COc1ccc(C2C(C#N)=C(N)Oc3c2c(C)nn3C(N)=O)cc1 (configuration not stated)	99	96	100	95	108	93	103	88	103
COC(=O)c1ccc(-c2nc(CSc3nc4ccccc4s3)no2)cc1	106	93	108	93	104	96	104	96	100
O=C1/C(=C/c2ccc([N+](=O)[O-])cc2)Oc2ccc(O)c(O)c21	60	100	95	91	96	92	113	86	96
CN1c2ccccc2C(=O)NC1c1ccc([N+](=O)[O-])s1 (configuration not stated)	94	106	104	79	108	118	103	103	101
Cc1cc(C#Cc2ccc(C(C)(C)C)cc2)ccc1-n1c(/C=C/c2ccnc3ccccc23)nc2ccccc2c1=O	81	91	91	89	84	79	99	60	92
COc1ccc(C2C(c3ccccc3)C(=O)N2c2cc(OC)c(OC)c(OC)c2)cc1I (configuration not stated)	13	15	24	58	1.7*	32	-64*	3.1*	43
CCOC(=O)COC(=O)c1ccccc1C(=O)OC	100	98	99	98	114	104	115	102	92
O=C1COCCN1c1ccc(NCc2cn(Cc3cccc4ccccc34)c3ccccc23)cc1	74	96	83	80	98	103	94	39	91
O=C1c2cc(I)ccc2Oc2cc([N+](=O)[O-])ccc2N1c1ccc(Cl)cc1F	57	81	83	75	84	102	106	68	93
CCc1ccc(Oc2cn[nH]c2-c2ccc(OCc3ccc(F)cc3)cc2O)cc1	82	94	94	84	91	110	101	73	95
Cn1c2c(cc(S(=O)(=O)c3ccccc3)c1=O)CCc1c-2cnn1-c1cccc(Cl)c1	97	101	110	76	91	111	98	88	.
CNC(=O)c1cc(Oc2cccc3nc(NC(=O)Nc4ccc(F)cc4F)ccc23)ccn1	18	58	60	-64*	36	70	38	-33*	33
CCc1nn(CCCN2CCN(c3cccc(Cl)c3)CC2)c(=O)n1CCOc1ccccc1	92	95	95	85	90	94	106	102	.
CCOC(=O)/C(C#N)=C/c1ccc(N(C)C)cc1	95	98	99	100	106	100	101	93	101
N#C/C(=C/c1ccccc1)c1nnc(NC(=O)c2ccc(-n3c(=O)[nH]c4ccccc4c3=O)cc2)s1	103	111	116	118	111	110	122	106	103
Cn1ncc2c(Cl)ncnc21	107	105	99	97	103	115	112	91	100
C/C(=C1/C(=O)Nc2ccccc21)c1ccc(NS(C)(=O)=O)cc1	97	105	105	84	107	110	108	99	105
CC(C)C(C)(C)c1ccc(O)cc1	105	107	101	98	102	114	108	105	102
Cc1ccc2[nH]c(=O)cc(N/N=C\c3ccc(N(C)C)cc3)c2c1	89	96	93	78	93	109	114	75	97
COc1cc(-c2ccc3c(=O)n(C)c(SC)nc3n2)cc(OC)c1OC	96	103	98	96	110	110	113	91	116
COc1cc(CNC(=O)Cc2ccccc2)ccc1OCC(=O)NO	105	102	100	91	103	105	108	103	105
Nc1cccc2cccc(O)c12	83	128	67	79	107	96	102	79	79
COc1ccc(C(=O)C[N+]23CN4CN(CN(C4)C2)C3)cc1	100	101	99	75	93	101	115	92	99
CCSc1nc(N)nc2c1ncn2C1OC(CO)C(O)C1O (configuration not stated)	99	105	107	93	104	102	120	110	105
Cc1ccc(/C=C2/C3=C(C4CCC2N4C)[C@@H](c2ccc(C)cc2)C(C#N)=C(N)O3)cc1 (some centres not stated)	86	92	91	85	81	103	95	76	95
COc1ccc(C2=NN3C(C2)c2ccccc2OC3c2ccc(/C=C3\SC(=S)N(C)C3=O)cc2)cc1 (configuration not stated)	100	99	96	87	107	100	101	95	96
COc1ccc(CCN2CCCN3C2=Nc2ccccc2S3(=O)=O)cc1	25	26	28	16	14	22	1.1*	17	60
COc1ccc(C2=NN(c3ccc(Cl)cc3)C(c3c(C)nn(-c4ccccc4)c3Cl)C2)cc1 (configuration not stated)	105	97	90	82	75	100	141	74	110
COc1ccc(C(C)c2cc(OC)c(OC)c(OC)c2)cc1 (configuration not stated)	18	9.1*	27	38	4.2*	30	-15*	4.7*	45
O=C(CN1C(=O)/C(=C/c2ccc(Cl)cc2)SC1=S)NCCN1CCOCC1	96	95	103	94	109	100	114	98	103
CC(=O)c1c2c(c3ccc4c5ccccc5ccc4n13)C(=O)c1ccccc1C2=O	82	86	107	94	107	94	100	102	93

14 structures already listed, ordered by molecular weight, falling.
SMILES	HCT-15	KM12	SW-620	SNB-75	HT29	HCC-2998	COLO 205	HCT-116	NCI-H322M
N#C/C(=C/c1ccccc1)c1nnc(NC(=O)c2ccc(-n3c(=O)[nH]c4ccccc4c3=O)cc2)s1	103	111	116	118	111	110	122	106	103
CCc1nn(CCCN2CCN(c3cccc(Cl)c3)CC2)c(=O)n1CCOc1ccccc1	92	95	95	85	90	94	106	102	.
CNC(=O)c1cc(Oc2cccc3nc(NC(=O)Nc4ccc(F)cc4F)ccc23)ccn1	18	58	60	-64*	36	70	38	-33*	33
O=C(CN1C(=O)/C(=C/c2ccc(Cl)cc2)SC1=S)NCCN1CCOCC1	96	95	103	94	109	100	114	98	103
Cc1ccc(/C=C2/C3=C(C4CCC2N4C)[C@@H](c2ccc(C)cc2)C(C#N)=C(N)O3)cc1 (some centres not stated)	86	92	91	85	81	103	95	76	95
CC(=O)c1c2c(c3ccc4c5ccccc5ccc4n13)C(=O)c1ccccc1C2=O	82	86	107	94	107	94	100	102	93
COc1cc(-c2ccc3c(=O)n(C)c(SC)nc3n2)cc(OC)c1OC	96	103	98	96	110	110	113	91	116
COc1ccc(CCN2CCCN3C2=Nc2ccccc2S3(=O)=O)cc1	25	26	28	16	14	22	1.1*	17	60
COc1cc(CNC(=O)Cc2ccccc2)ccc1OCC(=O)NO	105	102	100	91	103	105	108	103	105
C/C(=C1/C(=O)Nc2ccccc21)c1ccc(NS(C)(=O)=O)cc1	97	105	105	84	107	110	108	99	105
Cc1ccc2[nH]c(=O)cc(N/N=C\c3ccc(N(C)C)cc3)c2c1	89	96	93	78	93	109	114	75	97
COc1ccc(C(=O)C[N+]23CN4CN(CN(C4)C2)C3)cc1	100	101	99	75	93	101	115	92	99
CC(C)C(C)(C)c1ccc(O)cc1	105	107	101	98	102	114	108	105	102
Cn1ncc2c(Cl)ncnc21	107	105	99	97	103	115	112	91	100

Additional results.
SMILES	HCT-15	KM12	SW-620	SNB-75	HT29	HCC-2998	COLO 205	HCT-116	NCI-H322M
CCOC(=O)CC1C(CNC(=O)NC)OC(n2cnc3c(N)ncnc32)C1O[Si](C)(C)C(C)(C)C (configuration not stated)	97	102	96	86	111	84	117	100	94
COc1ccc(/C=C2\COc3ccc(O)c(O)c3C2=O)cc1	-19*	8.9*	6.3*	44	43	51	66	11	48
CC(=O)OCC1OC(n2ccc(N)nc2=O)C(OC(C)=O)C1OC(C)=O (configuration not stated)	110	113	107	102	108	150	112	85	98
O=C1c2c(O)c(O)c(S(=O)(=O)O)c(O)c2C(=O)c2c(O)c(O)c(S(=O)(=O)O)c(O)c21	100	101	101	85	100	109	109	101	90
O=c1[nH]c(CN2CCN(c3cccc(Cl)c3)CC2)nc2cc(Cl)ccc12	94	99	99	81	106	96	106	92	113
O=C(Nc1ccncc1)C(=O)c1cn(S(=O)(=O)c2ccc(Oc3ccccc3)cc2)c2ccccc12	89	99	94	.	101	81	107	88	94
CC(=O)Nc1ccc(S(=O)(=O)N/N=C/CCc2ccccc2)cc1	112	114	103	94	106	.	109	104	.
COc1cccc(C2=NN(/C=C3\SC(=O)NC3=Nc3ccc(Cl)cc3)C(c3ccc(F)cc3F)C2)c1 (configuration not stated)	102	94	102	85	110	106	.	101	91
O=C(CC(=O)N/N=C/c1ccc2c(c1)CCC2)N/N=C/c1ccc2c(c1)CCC2	107&99	107&96	99&99	84&104	111&105	103&101	115&98	94&94	99&110
CCCCCCCCCCCC1=NC(CC)(CO)CO1 (configuration not stated)	96	96	113	91	82	79	102	91	96
CCc1ccc(S(=O)(=O)Nc2cc3c(C(=O)O)c(C)oc3c3ccccc23)cc1	101	94	93	85	102	92	.	87	83
Cc1ccccc1NC(=O)N/C(N)=N/c1nc(-c2cccc([N+](=O)[O-])c2)cs1	25	31	31	-9.7*	17	40	38	21	91
Nc1cc([N+](=O)[O-])ccc1Cl	98	106	105	83	105	104	125	99	113
COc1ccc(/C(C#N)=C2C=C/C(=N\O)C(C)=C/2Cl)cc1	102	.	111	82	.	110	119	85	112
COc1nc(N)nc2c1ncn2C1O[C@H](CO)[C@@H](O)[C@@H]1O (some centres not stated)	103	105	107	93	100	108	113	104	.
Cn1c(-c2sc3nnc(-c4ccccc4)c(-c4ccccc4)c3c2O)n[nH]c1=S	109	112	103	86	108	98	115	107	.
O=C(Nc1ccc(C2=NCCN2)cc1)c1ccc(C(=O)Nc2ccc(C3=NCCN3)cc2)cc1	104&120	116&114	109&81	103&78	111&113	110&113	109&119	89&70	99&81
CC(=O)CC(=O)c1cccs1	116	108	103	94	113	99	.	112	105
O=C(O)CCN1C(=O)/C(=C/c2cc3cc4c(cc3nc2Cl)OCO4)SC1=S	68	92	77	97	119	121	113	87	88
COC(=O)/C=C/c1cn(Cc2ccccc2)c2ccc(Br)cc12	92	67	91	47	43	91	94	78	81
Nc1c(C(=O)Nc2ccncc2)sc2nc3c(cc12)C(O)CCC3 (configuration not stated)	86	109	100	105	85	97	113	83	84
CCCCCOc1ccc(OCCCN2CCN(C(=O)OCC)CC2)cc1	90	87	92	102	62	89	90	47	98
Cc1cc(C(=O)CCCC(=O)c2cc(C)c(O)c(C)c2)cc(C)c1O	79	102	99	70	92	46	-53*	87	114
CC(=O)Oc1cccc(OC(C)=O)c1	100	85	104	87	109	114	114	98	100
COC(=O)C1(C(F)(F)F)C(C)=C(C)N(c2ccccc2)C2=C1CCCC2 (configuration not stated)	97	95	98	80	115	100	125	86	117
COc1ccc2nc3cc(Cl)ccc3c(NCCCNCCO)c2c1	14	3.2*	-2.8*	-36*	-66*	-44*	.	-50*	-23*
COC(=O)C(NC(=O)c1ccccc1)C(C)(C)SCc1ccccc1 (configuration not stated)	107&96	113&105	114&106	95&99	106&101	105&102	118&109	105&103	83&94
Cc1ccc(Nc2nnc(-c3csc(N)n3)s2)cc1	109	116	108	88	106	112	108	102	113
